Compound activity (PubChem BioAssay)
RGS4 inh: human RGS4 inhibition; HEK293 M3R/RGS4 inducible, Fluo-4 calcium flux; active compounds read high; triggered by carbachol at its EC20; B-score at 10 µM; 310,000 tested, 0.45% active; AID 463165;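 active = B-score, a plate-corrected calcium signal, over three deviations above library mean, with baseline fluorescence within five deviations of library mean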;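 also: RGS4 expression induced by doxycycline in cells with stable M3 receptor; B-score is computed from the integrated fluorescence ratio over baseline after carbachol; higher B-score means a larger calcium signal and so more RGS4 inhibition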
MrgX1 ag: activates human MrgX1 receptor signaling | MrgX1-HEK293 cells, Fluo-4 calcium fluorescence, agonist mode; active compounds read high | B-score at 10 µM | 310,000 tested, 0.44% active;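 active = calcium response B-score plate-corrected fluorescence ratio at least 3 library SD, with starting fluorescence B-score inside 5 SD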
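Material: MrgX1-expressing HEK293 cells / Dosing: compound as first of three additions / Incubation: overnight seeding, then 1 h dark dye loading / Signal: Fluo-4 NW calcium fluorescence / Evaluation: B-scored fluorescence response ratio / Benchmarks: positive and negative control wells on each plate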
MrgX1 antagonist: human MrgX1 receptor antagonism, primary screen. B-score at 10 µM. MRGX1-HEK293 calcium flux, Fluo-4, BAM8-22 antagonism; active compounds read low. Q96LB2. 310,000 tested, 1.3% active;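 active = calcium-response B-score plate-corrected more than 3 library SD below zero, starting fluorescence within 5 deviations, no agonist response on first addition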;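 also: peak minus trough fluorescence over baseline after final BAM8-22 challenge near maximal dose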
RGS4 pot: potentiators or activators of RGS4 | HEK293 M3R/inducible RGS4, carbachol calcium flux Fluo4; active compounds read low | B-score at 10 µM | 310,000 tested, 0.92% active | AID 463111;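 active = B-score of the integrated calcium signal more than 4 SD below the library mean, with starting fluorescence not abnormally high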;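 also: negative B-score means reduced calcium response which marks RGS4 activation or potentiation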
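System: HEK293 FlpIn-TREx cells, stable M3R, doxycycline-inducible RGS4. Timing: overnight RGS4 induction, 30 min dye load 37 °C, 20 min compound RT. Also added: carbachol, ECmax concentration. Measured by: Fluo4 fluorescence kinetic imaging of calcium. Evaluation: integrated calcium ratio converted to B score.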
ANO1 block: inhibitors of mouse TMEM16A calcium-activated chloride channel | Q8BHY3 | HEK293 TMEM16A/YFP iodide influx fluorescence, ionomycin | 310,000 tested, 1.2% active | normalized B-score (activity score, 25-100; higher = stronger inhibition) at 10 µM;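 active = ratio plate-corrected score three or more library SD toward inhibition, starting fluorescence score within five deviations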;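 also: score derived from kinetic fluorescence span divided by baseline fluorescence per well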
ANO1 activ: activators or potentiators of mouse TMEM16A chloride channel; HEK293 TMEM16A/YFP-H148Q/I152L, iodide quench fluorescence; active compounds read low; 340,000 tested, 0.3% active; B-score at 10 µM;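 active = fluorescence-ratio B-score plate-corrected deviation score at least 3 library SD below zero, with starting fluorescence score within 5 deviations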;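 also: channel opened by trigger with iodide after compound preincubation; score built on the fluorescence ratio of max minus min over baseline; more negative score means more quench and so TMEM16A activation or potentiation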
TRPC6 act: mouse TRPC6 channel activation. AID 2550. B-score at 10 µM. HEK293-TRPC6 membrane potential dye fluorescence; active compounds read high. Q61143. 310,000 tested, 0.13% active;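 active = B-score of the integrated fluorescence ratio above library mean plus 3 SD, and starting fluorescence ratio within library mean plus 5 SD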;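 also: higher score means more depolarization so channel activation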
Target sequence (Q61143 whole entry, looked up): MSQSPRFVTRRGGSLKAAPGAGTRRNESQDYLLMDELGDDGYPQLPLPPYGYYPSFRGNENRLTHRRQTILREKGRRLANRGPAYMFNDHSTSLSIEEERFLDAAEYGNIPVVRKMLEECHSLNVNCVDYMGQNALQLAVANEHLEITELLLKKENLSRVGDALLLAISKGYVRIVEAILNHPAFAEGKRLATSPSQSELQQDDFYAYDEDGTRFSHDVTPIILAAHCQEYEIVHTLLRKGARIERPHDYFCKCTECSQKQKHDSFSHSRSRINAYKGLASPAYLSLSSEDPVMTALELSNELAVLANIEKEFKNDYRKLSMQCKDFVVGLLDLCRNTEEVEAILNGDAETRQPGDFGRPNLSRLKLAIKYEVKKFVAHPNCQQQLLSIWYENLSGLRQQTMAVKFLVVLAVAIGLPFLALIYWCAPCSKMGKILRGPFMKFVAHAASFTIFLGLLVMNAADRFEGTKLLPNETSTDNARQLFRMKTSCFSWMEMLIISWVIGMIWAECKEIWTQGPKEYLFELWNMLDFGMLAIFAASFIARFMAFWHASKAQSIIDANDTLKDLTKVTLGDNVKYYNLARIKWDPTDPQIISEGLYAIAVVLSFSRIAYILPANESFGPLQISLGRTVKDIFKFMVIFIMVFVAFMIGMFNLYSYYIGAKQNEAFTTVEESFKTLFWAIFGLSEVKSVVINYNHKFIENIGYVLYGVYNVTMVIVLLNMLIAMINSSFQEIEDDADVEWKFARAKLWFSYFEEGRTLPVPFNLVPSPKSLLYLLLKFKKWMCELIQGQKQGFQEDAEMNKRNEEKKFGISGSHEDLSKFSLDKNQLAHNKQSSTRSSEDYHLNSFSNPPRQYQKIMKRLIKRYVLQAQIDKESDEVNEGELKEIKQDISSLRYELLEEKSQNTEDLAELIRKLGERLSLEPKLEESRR
SKKanGAS inh: blocks kanamycin growth of S. pyogenes SKKanGAS strain; BacTiter-Glo, 6 h; inhibition, % at 7.5 µM; 300,000 tested, 1.3% active; AID 1662;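 active = mean replicate score, as percent of positive control median, at least 50; inconclusive = mean below 50 but one replicate at or above 50; inactive = mean and every replicate below 50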;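 also: strain carries kanamycin resistance gene driven by streptokinase promoter and grows in 40 µg/ml kanamycin; loss of luminescence reflects streptokinase promoter inhibition or plain growth inhibition; 0% = median of DMSO wells and 100% = positive control at its reference dose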
TRPC6 inhibitor: inhibitors of mouse TRPC6 channel. Q61143. HEK293-TRPC6, membrane potential dye, ACh-evoked depolarization; active compounds read low. B-score at 10 µM. AID 2553. 310,000 tested, 1.1% active;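 active = B-score under library mean minus 3 SD, initial fluorescence not abnormally high, positive integrated signal ratio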;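 also: B-score derived from integrated fluorescence ratio over the kinetic read; more negative B-score means stronger inhibition of depolarization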
HDAC3 inh: inhibitors of human histone deacetylase 3; O15379; recombinant HDAC3, fluorogenic peptide/trypsin coupled, fluorescence; inhibition, % at 8.3 µM; 320,000 tested, 0.15% active; AID 2718; in the data active = inhibition above about 26%, passing the limit was not always enough; inconclusive = no clear call, values can overlap the other calls
MrgX1 PAM: human MrgX1 positive allosteric modulation, primary screen; Q96LB2; MrgX1-HEK293, Fluo-4 calcium flux, FDSS; active compounds read high; B-score at 10 µM; 310,000 tested, 0.63% active; AID 588675;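 active = plate-corrected calcium response at least 3 library SD above typical, normal starting fluorescence, not activating the receptor alone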;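 also: compound read alongside a low EC10 to EC30 dose of BAM8-22 agonist; peak minus trough fluorescence over baseline measured at the second addition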
Numbers without * were called inactive; i = inactive; ? = inconclusive; / = no result given.

canonical_smiles | RGS4 inh | MrgX1 ag | MrgX1 antagonist | RGS4 pot | ANO1 block | ANO1 activ | TRPC6 act | SKKanGAS inh | TRPC6 inhibitor | HDAC3 inh | MrgX1 PAM
CCC1CCCCN1CCNC(=O)C1CCN(S(=O)(=O)c2c(C)noc2C)CC1 (stereo not drawn) | i | i | i | i | i | i | i | 4 | i | 0 | i
Cc1ccc(S(=O)(=O)NC(=O)Nn2c(C)nnc2C)cc1 | i | i | i | i | i | i | i | -4 | i | -2 | i
NS(=O)(=O)c1ccc2nc(NC(=O)C3=COCCO3)sc2c1 | i | i | i | i | i | i | i | 10 | i | 0 | i
Cc1onc(-c2c(F)cccc2Cl)c1-c1nnc(-c2ccc(C(F)(F)F)cc2)o1 | i | i | i | i | i | i | i | 0 | i | 3 | i
O=C(C1=C[C@@H](c2ccccc2)C[C@@H](OCCCCO)O1)N1CCN(Cc2ccc3c(c2)OCO3)CC1 | i | i | i | i | i | i | i | -2 | i | 0 | i
CCCCNC(=S)NNC(=O)C12CC3CC(CC(C3)C1)C2 | i | i | i | i | i | i | i | 0 | i | -2 | i
C/C(=N\NC(=O)c1cc(-c2ccc(C)s2)[nH]n1)c1ccncc1 | i | i | i | i | i | i | i | -1 | i | -5 | i
CC1CCCCC1NC(=O)C1CCC(CNS(=O)(=O)c2ccc(F)cc2)CC1 (stereo not drawn) | i | i | i | i | i | i | i | 10 | i | 1 | i
Cc1nn(-c2cc(C(F)(F)F)ccn2)c(=O)o1 | i | i | i | i | i | i | i | -4 | i | 2 | i
N#CCCn1cc(/C=N/N=C2\NC(=O)C(CC(=O)O)S2)c(-c2ccc(F)cc2)n1 (stereo not drawn) | i | i | i | i | i | i | i | 1 | i | -6 | i
CSc1nccn1C(=O)c1ccccc1[N+](=O)[O-] | i | i | i | i | i | i | i | 1 | i | -5 | i
Cc1ccc(N2CC(NC(=O)C(=O)c3c(C)[nH]c4ccccc34)CC2=O)cc1 (stereo not drawn) | i | i | i | i | i | i | i | 5 | i | -3 | i
CCOC(=O)c1cc(C(=O)Nc2ccc(S(=O)(=O)Nc3ccc(OC)cc3)cc2)nn1C | i | i | i | i | i | i | i | 12 | i | -2 | i
CC(Oc1ccccc1Cl)C(=O)N1CCCN(C)CC1 (stereo not drawn) | i | i | i | i | i | i | i | -3 | i | -7 | i
CN1CCN(c2ccc(NC(=O)CSc3nnnn3-c3ccccc3F)cc2)CC1 | i | i | i | i | i | i | i | -1 | i | 1 | i
O=C1OC(Nc2ccc(Br)cc2F)c2ccccc21 (stereo not drawn) | i | i | i | i | i | i | i | 1 | i | -2 | i
O=C(OC1CCOC1=O)c1cccc(S(=O)(=O)Nc2ccc(F)cc2)c1 (stereo not drawn) | i | i | i | i | i | i | i | 38 | i | 0 | i
Cc1cc(C(=O)NCC(=O)Nc2c(C)cccc2C)c(C)o1 | i | i | i | i | i | i | i | 12 | i | -2 | i
Cc1ccc(-c2nnc(SCC#CCOC(=O)c3ccco3)o2)cc1 | i | i | i | i | i | i | i | -8 | i | 3 | i
O=C(Cc1ccsc1)Nc1ccc(S(=O)(=O)C(F)F)cc1 | i | i | i | i | i | i | i | -2 | i | / | i
CN(C)c1ccc(/C=C(/NC(=O)c2ccccc2Cl)C(=O)NCCN2CCOCC2)cc1 | i | i | i | i | i | i | i | -3 | i | 6 | i
CC(C)COc1ccc(C(=O)N(CC(=O)Nc2ccccc2C(F)(F)F)Cc2ccco2)cc1 | i | i | i | i | i | i | i | 7 | i | -1 | i
CCOC(=O)C1(CC2CC2)CCN(C(=O)c2cc(C3CC3)nc3ccccc23)CC1 | i | i | i | i | i | i | i | -8 | i | 13 | i
Cc1ncc([N+](=O)[O-])n1CC(=O)N/N=C/c1ccccc1F | i | i | i | i | i | i | i | -12 | i | -5 | i
CCCC(=O)OCC(=O)Nc1ccc(N=Nc2ccccc2)cc1 | / | i | i | / | i | i | / | / | / | 8 | i
CCn1c(C)c(C2=CCN(S(=O)(=O)c3ccccc3)CC2)c2ccccc21 | i | i | i | i | i | i | i | 9 | i | 2 | i
O=P(c1ccccc1)(c1ccccc1)c1nc(-c2ccccc2)oc1NCc1ccccc1 | i | i | i | i | i | i | i | 41 | i | -3 | i
S=C1SCN(CCN2CCOCC2)CN1Cc1ccccc1 | i | i | i | i | i | i | i | 4 | i | ? | i
CC(C)Oc1ccc(C2NC(=O)NC2=O)cc1 (stereo not drawn) | i | i | i | i | i | / | i | -4 | i | 6 | i
CCN(CC)S(=O)(=O)c1ccc(N2CCOCC2)c(NC(=O)Cc2ccc(Cl)cc2)c1 | i | i | i | i | i | i | i | 4 | i | -9 | i
CC(C)CC(C)NC(=O)c1ccc(C(F)(F)F)cc1 (stereo not drawn) | i | i | i | i | i | i | i | 7 | i | 11 | i
CCC(=O)Nc1cccc(-c2nc3ccccc3o2)c1 | i | i | i | i | i | i | i | -1 | i | 3 | i
Cc1ccc(C(=O)NCC(=O)OCC(=O)Nc2cccc(S(=O)(=O)N3CCCC3)c2)cc1C | i | i | i | i | i | i | i | -10 | i | -2 | i
CC1CCN(Cc2ccc(-c3nn[nH]n3)cc2)CC1 | i | i | i | i | i | i | i | -1 | i | -2 | i
CCOC(=O)c1[nH]c(C)c(/C(O)=C2\C(=O)C(=O)N(CCN3CCOCC3)C2c2cccs2)c1C (stereo not drawn) | i | i | i | i | i | i | i | 0 | i | 6 | i
CC(C)(C)NC(=O)CSc1nc(O)cc(=O)[nH]1 | i | i | i | i | i | i | i | -3 | i | 1 | i
COC(=O)c1cc(OC)c(OC)cc1NC(=S)N1CCN(C/C=C/c2ccccc2)CC1 | i | i | i | i | i | i | i | 1 | i | 24 | i
COc1ccc(C)cc1-n1nnnc1SCc1cc(=O)n2cc(C)ccc2n1 | i | i | i | i | 25* | i | i | -7 | i | ? | i
COc1ccccc1Nc1nc(Cl)c(C=O)s1 | i | i | i | i | i | i | i | -1 | i | -4 | i
CC(OC(=O)Cn1cnc2c1c(=O)n(C)c(=O)n2C)C(=O)c1ccccc1 (stereo not drawn) | i | i | i | i | i | i | i | 7 | i | 0 | i
CN(Cc1cccs1)C(=O)Cc1csc(-c2ccccc2)n1 | i | i | i | i | i | i | i | -19 | i | 8 | i
CCCCNC(=O)C1CCCN1C(=O)Nc1cccc(OC)c1 (stereo not drawn) | i | i | i | i | i | i | i | 0 | i | -1 | i
O=C(CCCNC(=O)/C(=C/c1ccc(F)cc1)NC(=O)c1ccccc1)OCc1ccccc1 | i | i | i | i | i | i | i | -3 | i | 3 | i
CCCc1nnc(NC(=O)CCC(=O)N2CCN(c3ccccc3)CC2)s1 | i | i | i | i | i | i | i | -7 | i | 5 | i
CCC(C)NC(=O)C1CCC(CNS(=O)(=O)c2ccc3c(c2)N(C(C)=O)CCO3)CC1 (stereo not drawn) | i | i | i | i | i | i | i | -5 | i | 6 | i

An excerpt from further up, as a working copy:
canonical_smiles | RGS4 inh | MrgX1 ag | MrgX1 antagonist | RGS4 pot | ANO1 block | ANO1 activ | TRPC6 act | SKKanGAS inh | TRPC6 inhibitor | HDAC3 inh | MrgX1 PAM
CC1CCN(Cc2ccc(-c3nn[nH]n3)cc2)CC1 | i | i | i | i | i | i | i | -1 | i | -2 | i
CCOC(=O)c1[nH]c(C)c(/C(O)=C2\C(=O)C(=O)N(CCN3CCOCC3)C2c2cccs2)c1C (stereo not drawn) | i | i | i | i | i | i | i | 0 | i | 6 | i
CC(C)(C)NC(=O)CSc1nc(O)cc(=O)[nH]1 | i | i | i | i | i | i | i | -3 | i | 1 | i
COC(=O)c1cc(OC)c(OC)cc1NC(=S)N1CCN(C/C=C/c2ccccc2)CC1 | i | i | i | i | i | i | i | 1 | i | 24 | i
COc1ccc(C)cc1-n1nnnc1SCc1cc(=O)n2cc(C)ccc2n1 | i | i | i | i | 25* | i | i | -7 | i | ? | i
COc1ccccc1Nc1nc(Cl)c(C=O)s1 | i | i | i | i | i | i | i | -1 | i | -4 | i
CC(OC(=O)Cn1cnc2c1c(=O)n(C)c(=O)n2C)C(=O)c1ccccc1 (stereo not drawn) | i | i | i | i | i | i | i | 7 | i | 0 | i
CN(Cc1cccs1)C(=O)Cc1csc(-c2ccccc2)n1 | i | i | i | i | i | i | i | -19 | i | 8 | i
CCCCNC(=O)C1CCCN1C(=O)Nc1cccc(OC)c1 (stereo not drawn) | i | i | i | i | i | i | i | 0 | i | -1 | i
O=C(CCCNC(=O)/C(=C/c1ccc(F)cc1)NC(=O)c1ccccc1)OCc1ccccc1 | i | i | i | i | i | i | i | -3 | i | 3 | i
CCCc1nnc(NC(=O)CCC(=O)N2CCN(c3ccccc3)CC2)s1 | i | i | i | i | i | i | i | -7 | i | 5 | i

Going on with the list.
canonical_smiles | RGS4 inh | MrgX1 ag | MrgX1 antagonist | RGS4 pot | ANO1 block | ANO1 activ | TRPC6 act | SKKanGAS inh | TRPC6 inhibitor | HDAC3 inh | MrgX1 PAM
Cc1ccc(C)c(-n2cc(CNC(C)Cn3cncn3)c(-c3ccccc3)n2)c1 (stereo not drawn) | i | i | i | i | i | i | i | 2 | i | / | i
CCCc1ccc(OCCNC(C)=O)cc1 | i | i | i | i | i | i | i | -6 | i | 1 | i
CC(C)Oc1cccc(C(=O)Nc2ccc(NC(=O)c3ccco3)cc2)c1 | i | i | i | i | i | i | i | 10 | i | 5 | i
CC1=CCC(C(=O)O)(C(=O)N/N=C/c2cccs2)C(c2ccc([N+](=O)[O-])cc2)C1 (stereo not drawn) | i | i | i | i | i | i | i | -2 | i | 10 | i
COc1cc(OC)cc(C(=O)NCC(=O)OCc2cc(=O)oc3cc(OC)ccc23)c1 | i | i | i | i | i | i | i | -2 | i | -16 | i
CC(C)N1CCC(N2CCN(Cc3cccc4nonc34)CC2CCO)CC1 (stereo not drawn) | i | i | i | i | i | i | i | -3 | i | / | i
CC(Oc1ccc(F)cc1)C(=O)/C=C\N(C)C (stereo not drawn) | i | i | i | i | i | i | i | -3 | i | 2 | i

This is a random part of the collection (roughly 6.7% active in at least one column).
